Yeast superoxide: yeast age-related superoxide inhibition as caloric restriction mimetic; AID 2690; superoxide response (% of plate mean), % at 10 µM; 330,000 tested, 0.18% active; S. cerevisiae aged cells, superoxide DHE fluorescence; active compounds read low;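 active = superoxide response under a set limit, about three screen SD below normal, cut at about 65% in these data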;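 note: yeast aged for seven days with compound at 30 °C before DHE staining; 100% = average MFI of all compound-treated wells on the plate with controls excluded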
PP5 primary: blocks human protein phosphatase 5 activity. 320,000 tested, 0.18% active. P53041. purified PP5c, OMFP substrate fluorescence. inhibition, % at 6.7 µM. AID 1987;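 active = inhibition above the campaign's mean inhibition across all tested compounds plus 3 SD, cut at about 9.5% in these data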;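 note: 0% = DMSO only and 100% = 100 µM cantharidin control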
PP1 inh: counter-screen for PP5 inhibitors: inhibitors of human PP1-alpha; 320,000 tested, 0.9% active; AID 2235; purified PP1alpha, OMFP fluorescence; inhibition, % at 6.7 µM;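 active = inhibition above the mean inhibition of all tested compounds plus 3 SD, computed separately for each screening campaign, cut at about 15% in these data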
Target sequence (P62136 whole entry, looked up): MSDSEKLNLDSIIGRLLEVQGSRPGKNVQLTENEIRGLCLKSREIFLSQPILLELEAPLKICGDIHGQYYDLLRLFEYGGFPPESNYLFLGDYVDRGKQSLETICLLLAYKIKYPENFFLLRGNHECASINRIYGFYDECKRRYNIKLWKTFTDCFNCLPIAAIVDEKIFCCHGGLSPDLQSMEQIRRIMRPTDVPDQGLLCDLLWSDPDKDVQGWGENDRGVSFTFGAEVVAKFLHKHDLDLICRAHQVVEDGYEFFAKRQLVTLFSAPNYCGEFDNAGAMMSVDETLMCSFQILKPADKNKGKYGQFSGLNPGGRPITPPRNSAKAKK
EBNA-1 inh: blocks EBNA-1 binding to DNA. EBNA-1 DNA binding, fluorescence polarization. inhibition, % at 14.8 µM. 300,000 tested, 0.34% active. AID 1950; in the data active = inhibition above about 28%
core dimer inh: HCV core protein dimerization inhibition. TR-FRET GST/Flag-core106 dimerization, 1536-well. inhibition, % at 5 µM. 300,000 tested, 0.33% active. AID 1899;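 active = inhibition above the mean of all tested compounds plus 3 SD, set per screening campaign, cut at about 45% in these data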
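Assay system – GST-tagged and Flag-tagged HCV core protein residues 1-106 · Quantity – core106 proteins, GST 13.5 nM and Flag 17 nM · Benchmarks – unlabelled core106 and no-GST-core106 wells · Read-out basis – percent inhibition of core106 dimerization signal · Detection – time-resolved FRET, ex 340 nm, em 617 and 671 nm · Schedule – 4 h at 22.5 °C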
ZTA DNA inh: counter-screen for EBNA-1 inhibitors: inhibitors of Epstein-Barr virus ZTA; AID 2234; P03206; 320,000 tested, 0.15% active; inhibition, % at 11 µM; ZTA-DNA binding, fluorescence polarization; in the data active = inhibition above about 33%
Target sequence (P03206 whole entry, looked up): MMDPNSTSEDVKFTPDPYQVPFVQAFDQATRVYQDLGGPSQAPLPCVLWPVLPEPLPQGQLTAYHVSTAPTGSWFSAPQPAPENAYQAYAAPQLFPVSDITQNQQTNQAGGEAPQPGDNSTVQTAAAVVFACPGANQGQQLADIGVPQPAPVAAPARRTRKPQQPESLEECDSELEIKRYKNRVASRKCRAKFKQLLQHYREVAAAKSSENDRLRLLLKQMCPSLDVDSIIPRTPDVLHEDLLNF
TPT1 inh: blocks Candida albicans tRNA 2'-phosphotransferase. inhibition, % at 5 µM. 300,000 tested, 0.81% active. recombinant caTPT1, FP RNA substrate dephosphorylation. AID 1962;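 active = inhibition above the mean of all tested compounds plus 3 SD, set per screening campaign, cut at about 24% in these data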;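 note: plate controls were DMSO alone for no effect and ferristatin control at 100 nM for full effect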
CTSL1 counter: blocks F. hepatica cathepsin L1 in PFM18AAP counter-screen | inhibition, % at 5.96 µM | AID 1906 | recombinant F. hepatica cathepsin L1, Z-Leu-Arg-MCA fluorescence | 300,000 tested, 0.49% active;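 active = inhibition above the mean of all tested compounds plus 3 SD, set per screening campaign, cut at about 17% in these data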;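 note: 0% = plate median of test compound wells and 100% = 1 µM Z-Phe-Ala-diazomethylketone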
JMJD2C inh: blocks human GASC-1 demethylase activity. 330,000 tested, 0.069% active. inhibition, % at 2.35 µM. Q9H3R0. AID 2099. GST-JMJD2C(1-420) H3K9me3 demethylation, DELFIA europium;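 active = more than half of a compound's replicate wells show inhibition beyond 50%, single wells judged on their own value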;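 note: signal counts dimethyl H3K9 product captured on neutravidin plate; 0% = median of DMSO wells and 100% = 0.3 times that DMSO median; strong numbers were not always called active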
Target sequence (Q9H3R0 1-420 limits assumed): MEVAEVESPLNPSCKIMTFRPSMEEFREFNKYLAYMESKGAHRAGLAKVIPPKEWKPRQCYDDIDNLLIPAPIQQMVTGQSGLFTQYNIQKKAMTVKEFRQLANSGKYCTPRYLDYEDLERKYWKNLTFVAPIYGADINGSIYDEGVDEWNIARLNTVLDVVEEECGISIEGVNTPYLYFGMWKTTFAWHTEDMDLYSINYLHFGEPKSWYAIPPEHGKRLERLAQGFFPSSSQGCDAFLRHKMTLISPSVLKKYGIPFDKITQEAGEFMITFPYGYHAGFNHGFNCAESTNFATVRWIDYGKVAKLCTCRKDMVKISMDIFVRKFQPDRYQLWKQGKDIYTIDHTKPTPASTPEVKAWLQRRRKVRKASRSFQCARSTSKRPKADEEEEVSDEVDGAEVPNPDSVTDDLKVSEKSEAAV
Active calls of the source: *; & = joins results of further samples.

Screening O=C(O)C1CCN(C(=O)c2ccccc2Cl)CC1 returned Yeast superoxide 78.5, PP5 primary -0.6, PP1 inh 0.0, EBNA-1 inh 9.0, core dimer inh -0.3, ZTA DNA inh -18.0, TPT1 inh 1.6, CTSL1 counter -3.1 and JMJD2C inh 15.5.
For CCOc1ccc(CC(=O)Nc2sc(Cc3ccccc3)cc2C(N)=O)cc1OCC the results were Yeast superoxide 86.3, PP5 primary 2.6, PP1 inh 4.0, EBNA-1 inh 3.3, core dimer inh 4.4, ZTA DNA inh -0.6, TPT1 inh 2.4, CTSL1 counter 5.4 and JMJD2C inh -1.9.
COCCCN1C(=O)C(=O)/C(=C(/O)c2ccc(OC)cc2)C1c1cccc(OC)c1 (stereo not drawn) was read as Yeast superoxide 110.7, PP5 primary 1.5, PP1 inh 3.4, EBNA-1 inh -0.4, core dimer inh -1.8, ZTA DNA inh -15.3, TPT1 inh -4.3, CTSL1 counter -0.9 and JMJD2C inh 13.5.
Screening CCCOc1cccc(-c2cc(-c3n[nH]c(=S)n3CC)c3ccccc3n2)c1 returned Yeast superoxide 89.2, PP5 primary 1.2, PP1 inh 2.1, EBNA-1 inh 8.4, core dimer inh 23.3, ZTA DNA inh -1.2, TPT1 inh -2.7, CTSL1 counter 12.2 and JMJD2C inh -10.4.
Screening CCN1CCN(C(=O)Nc2ccc(Cc3ccc(NC(=O)N4CCN(CC)CC4)cc3)cc2)CC1 returned Yeast superoxide 116.0, PP5 primary 1.9, PP1 inh -2.4, EBNA-1 inh -2.2, core dimer inh 2.4, ZTA DNA inh -6.9, TPT1 inh 1.4, CTSL1 counter -0.3 and JMJD2C inh 8.9.
For COc1ccc(C2=NOC(C(=O)Nc3cccnc3)C2)cc1 (stereo not drawn) the results were Yeast superoxide 97.7, PP5 primary 1.1, PP1 inh 3.5, EBNA-1 inh 4.1, core dimer inh 0.5, ZTA DNA inh 16.8, TPT1 inh -3.1, CTSL1 counter -1.1 and JMJD2C inh -5.1.
`c1ccc2c(c1)OCC(CNc1ncnc3sccc13)O2` (stereo not drawn) gave Yeast superoxide 79.0, PP5 primary 4.1, PP1 inh 9.4, EBNA-1 inh -3.2, core dimer inh -1.0, ZTA DNA inh -6.4, TPT1 inh 4.6, CTSL1 counter 2.6 and JMJD2C inh 1.2.
Screening COc1ccc(CCN2C(=O)CC(N3CCC(C(N)=O)CC3)C2=O)cc1OC (stereo not drawn) returned Yeast superoxide 102.3, PP5 primary 0.9, PP1 inh -2.0, EBNA-1 inh 6.9, core dimer inh -1.3, ZTA DNA inh -3.3, TPT1 inh -0.8, CTSL1 counter -6.3 and JMJD2C inh -0.4.
For CC(=O)COc1ccc2cc(-c3ccccc3)c(=O)oc2c1 the results were Yeast superoxide 98.9, PP5 primary 7.5, PP1 inh 1.1, EBNA-1 inh 10.9, core dimer inh 6.8, ZTA DNA inh -7.1, TPT1 inh 1.3, CTSL1 counter 3.2 and JMJD2C inh 4.6.
Screening COc1ccc(C(=O)Nc2cc(-c3nn4c(C)nnc4s3)ccc2C)cc1 returned Yeast superoxide 112.7, PP5 primary 2.6, PP1 inh -16.9, EBNA-1 inh 4.0, core dimer inh 10.8, ZTA DNA inh 5.0, TPT1 inh 3.8, CTSL1 counter -9.6 and JMJD2C inh -1.7.
`O=C(NC1CCCCC1)C(c1ccccn1)N(C(=O)Cc1cccs1)c1ccc(Cl)cc1` (stereo not drawn) gave Yeast superoxide 91.0, PP5 primary 0.1, PP1 inh 0.3, EBNA-1 inh -12.4, core dimer inh 4.6, ZTA DNA inh -6.7, TPT1 inh 2.5, CTSL1 counter 2.0 and JMJD2C inh -2.4.
O=C(Nc1ccccc1C(=O)N1CCCC1)c1ncoc1-c1cccc(Cl)c1 was read as Yeast superoxide 88.0, PP5 primary 1.4, PP1 inh 3.6, EBNA-1 inh -0.1, core dimer inh -3.6, ZTA DNA inh -6.8, TPT1 inh 1.2, CTSL1 counter 0.4 and JMJD2C inh 5.1.
Screening Nc1ncnc2c1ncn2[C@@H]1O[C@H](COP(=O)(O)OP(=O)(O)OP(=O)(O)O)[C@@H](O)[C@H]1O returned Yeast superoxide 108.0, PP5 primary 3.1, PP1 inh 9.2, EBNA-1 inh -10.2, core dimer inh 3.1, ZTA DNA inh -2.5, TPT1 inh 0.7 and CTSL1 counter 0.5.
CN(C)c1ccc(/C=C2\C(=N)N3C(=NC2=O)Sc2cc(S(C)(=O)=O)ccc23)cc1 was read as Yeast superoxide 92.7, PP5 primary -1.5, PP1 inh -4.0, EBNA-1 inh -1.4, core dimer inh -0.4, ZTA DNA inh -0.1, TPT1 inh 122.0*, CTSL1 counter 2.4 and JMJD2C inh 0.3.
`O=C(Nc1ccc(Cl)c(C(F)(F)F)c1)[C@@H]1CC=C[C@@H]2CCN(Cc3ccc(Cl)c(Cl)c3)C(=O)[C@@H]21` gave PP5 primary 4.8, PP1 inh -0.1, EBNA-1 inh -2.4, core dimer inh 7.8, ZTA DNA inh 7.5, TPT1 inh 0.3, CTSL1 counter -2.7 and JMJD2C inh 1.2.
CCCC(c1nnnn1Cc1ccco1)N1CCN(C2CCCC2)CC1 (stereo not drawn) was read as Yeast superoxide 104.1, PP5 primary 3.0, PP1 inh -1.0, EBNA-1 inh -3.3, core dimer inh -6.6, ZTA DNA inh -10.4, TPT1 inh 1.3, CTSL1 counter -1.2 and JMJD2C inh -7.3.
Screening CC(=O)Nc1cccc(Oc2ccc(-c3noc(C)n3)cc2)c1 returned Yeast superoxide 97.3, PP5 primary -0.4, PP1 inh -2.3, EBNA-1 inh -3.4, core dimer inh -5.1, ZTA DNA inh -8.8, TPT1 inh -5.2, CTSL1 counter 2.7 and JMJD2C inh -9.0.
Screening COc1cccc(N2CC(C(=O)Nc3nnc(SCc4cccnc4)s3)CC2=O)c1 (stereo not drawn) returned Yeast superoxide 93.2, PP5 primary -1.3, PP1 inh 3.0, EBNA-1 inh -11.1, core dimer inh 13.4, ZTA DNA inh -7.1, TPT1 inh 2.5, CTSL1 counter 0.6 and JMJD2C inh 22.9.
Cc1c(C)n(C)c2ccc(C(=O)NCCCN3CCCCC3C)cc12 (stereo not drawn) was read as Yeast superoxide 127.0, PP5 primary 3.9, PP1 inh -5.3, EBNA-1 inh -4.4, core dimer inh 9.7, ZTA DNA inh -6.5, TPT1 inh 6.9, CTSL1 counter -6.2 and JMJD2C inh 25.5.
`Cc1ccc(C)c(S(=O)(=O)N2CCN(C(=O)Cn3c(C(F)(F)F)nc4ccccc43)CC2)c1` gave Yeast superoxide 106.2, PP5 primary -2.1, PP1 inh 7.5, EBNA-1 inh -2.1, core dimer inh -2.8, ZTA DNA inh -20.9, TPT1 inh -4.5, CTSL1 counter -1.2 and JMJD2C inh -6.3.

Three structures out of the list, arranged by heavy-atom count, high to low.
`Cc1ccc(C)c(S(=O)(=O)N2CCN(C(=O)Cn3c(C(F)(F)F)nc4ccccc43)CC2)c1` gave Yeast superoxide 106.2, PP5 primary -2.1, PP1 inh 7.5, EBNA-1 inh -2.1, core dimer inh -2.8, ZTA DNA inh -20.9, TPT1 inh -4.5, CTSL1 counter -1.2 and JMJD2C inh -6.3.
`O=C(NC1CCCCC1)C(c1ccccn1)N(C(=O)Cc1cccs1)c1ccc(Cl)cc1` (stereo not drawn) gave Yeast superoxide 91.0, PP5 primary 0.1, PP1 inh 0.3, EBNA-1 inh -12.4, core dimer inh 4.6, ZTA DNA inh -6.7, TPT1 inh 2.5, CTSL1 counter 2.0 and JMJD2C inh -2.4.
`c1ccc2c(c1)OCC(CNc1ncnc3sccc13)O2` (stereo not drawn) gave Yeast superoxide 79.0, PP5 primary 4.1, PP1 inh 9.4, EBNA-1 inh -3.2, core dimer inh -1.0, ZTA DNA inh -6.4, TPT1 inh 4.6, CTSL1 counter 2.6 and JMJD2C inh 1.2.

The list continues:
`O=C1C2Sc3[nH]c(=O)sc3C(c3ccccc3)C2C(=O)N1c1ccc(Cl)cc1` (stereo not drawn) gave Yeast superoxide 102.9, PP5 primary 2.8, PP1 inh 0.4, EBNA-1 inh -9.2, core dimer inh 6.9, ZTA DNA inh 6.0, TPT1 inh 2.4, CTSL1 counter -2.9 and JMJD2C inh 1.3.
Screening COc1ccc2nc(CC(C)(C)CC(=O)O)c[n+]([O-])c2c1 returned Yeast superoxide 97.6, PP5 primary -1.0, PP1 inh -4.2, EBNA-1 inh 2.6, core dimer inh 0.7, ZTA DNA inh -3.8, TPT1 inh -3.7, CTSL1 counter -0.1 and JMJD2C inh 4.9.
O=C(CN1C(=O)COc2ccccc21)NCCN1CCc2ccccc2C1 was read as Yeast superoxide 91.8, PP5 primary 0.4, PP1 inh 1.0, EBNA-1 inh 2.7, core dimer inh 0.4, ZTA DNA inh -3.2, TPT1 inh -3.2, CTSL1 counter -1.5 and JMJD2C inh 6.5&2.5.
Nc1nccc(/C=C/c2c(Cl)cccc2Cl)n1 was read as Yeast superoxide 91.2, PP5 primary 3.0, PP1 inh -4.6, EBNA-1 inh -4.8, core dimer inh 6.2, ZTA DNA inh -10.8, TPT1 inh -1.2, CTSL1 counter 3.6 and JMJD2C inh 0.7.
`Cc1ccc(S(=O)(=O)N(C)C)cc1NC(=O)COC(=O)c1c(-c2ccccc2)noc1C` gave Yeast superoxide 100.9, PP5 primary 0.5, PP1 inh -1.2, EBNA-1 inh -1.3, core dimer inh -1.9, ZTA DNA inh 4.5, TPT1 inh 3.4, CTSL1 counter 1.3 and JMJD2C inh -20.7.
For CC(C)CC(=O)N1CCN(S(C)(=O)=O)CC1 the results were Yeast superoxide 101.0, PP5 primary -3.2, PP1 inh -4.4, EBNA-1 inh 6.4, core dimer inh -5.8, ZTA DNA inh 7.8, TPT1 inh 6.7, CTSL1 counter -0.1 and JMJD2C inh 0.3.
`C=CCNC(=O)CN1C(=O)c2cccc3cccc1c23` gave Yeast superoxide 91.8, PP5 primary -1.8, PP1 inh -0.5, EBNA-1 inh 2.6, core dimer inh -11.4, ZTA DNA inh 8.0, TPT1 inh -4.5, CTSL1 counter 1.9 and JMJD2C inh 0.2.
For CCOC(=O)N1CCN(C(=O)C(NC(=O)c2ccc(CC)cc2)C(C)C)CC1 (stereo not drawn) the results were Yeast superoxide 101.0, PP5 primary -2.8, PP1 inh -8.6, EBNA-1 inh -2.3, core dimer inh -11.0, ZTA DNA inh -5.6, TPT1 inh 4.7, CTSL1 counter 0.4 and JMJD2C inh -7.5.
Screening COc1ccc(C(=O)NCc2ccc(N3CCN(C(=O)OC(C)(C)C)CC3)cc2)cc1 returned Yeast superoxide 106.5, PP5 primary 3.6, PP1 inh -3.1, EBNA-1 inh 12.2, core dimer inh -9.5, ZTA DNA inh -2.9, TPT1 inh -3.1, CTSL1 counter 3.3 and JMJD2C inh 0.4.
For Cc1ccc(CNC(=O)C2CCN(S(=O)(=O)N3CCCCC3)CC2)cc1 the results were Yeast superoxide 105.1, PP5 primary 0.4, PP1 inh 0.7, EBNA-1 inh 4.7, core dimer inh -1.9, ZTA DNA inh 8.4, TPT1 inh -1.8, CTSL1 counter 2.7 and JMJD2C inh -12.0.
O=c1ncn(-c2cccc(F)c2)c2ncccc12 was read as Yeast superoxide 100.8, PP5 primary -1.7, PP1 inh 3.8, EBNA-1 inh 7.7, core dimer inh -22.1, ZTA DNA inh 5.6, TPT1 inh 1.1, CTSL1 counter -1.9 and JMJD2C inh 6.8.
Screening COc1ccc(CCN2CCC(Nc3nc4ccccc4n3Cc3ccc(F)cc3)CC2)cc1 returned Yeast superoxide 96.1, PP5 primary -0.1, PP1 inh 9.6, EBNA-1 inh 2.3, core dimer inh -18.6, ZTA DNA inh -11.8, TPT1 inh -5.2, CTSL1 counter 2.0 and JMJD2C inh -23.2.

Screening results deposited in PubChem by several laboratories.
